# Assay outcomes: PubChem BioAssay, several laboratories
# PTPN22 inh 2 – LYP (human) phosphatase inhibition; inhibition, % at 2 µM; recombinant LYP catalytic domain, DiFMUP fluorescence; actives 0.21% (n = 96,000);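 active = inhibition at 2 µM at or above a set limit, the screen mean plus 3 SD, cut at about 24% in these data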;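 also: 0% = DMSO with enzyme and 100% = enzyme fully blocked by orthovanadate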
# CYP2C9 inhib – blocks human cytochrome P450 2C9; P11712; CYP2C9 Supersomes, luciferin-H conversion, luminescence; inhibition, % at 5 µM; actives 20% (n = 96,000);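 active = blocking of liver enzyme CYP2C9 beyond about 50% at 5 µM, limit read from the data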; also: values of inactives mirror those of a sister screen read the other way
# CYP2C9 activ – increases human cytochrome P450 2C9 activity. P11712. recombinant CYP2C9, luciferin-H conversion, luminescence; hits give high values; factor 1 = untreated enzyme, 0 = blocked. activation factor at 5 µM. actives 1.4% (n = 96,000). AID 1024;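 active = activation factor of 2 or more for CYP2C9 at a 5 µM dose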;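 also: 0 = sulfaphenazole-blocked wells and 1 = vehicle-only wells; values of inactives mirror those of a sister screen read the other way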
# Candida biofilm – kills Candida albicans biofilms. actives 0.14% (n = 85,000). inhibition, % at 6 µM. C. albicans biofilm + clotrimazole, Alamar Blue. AID 834;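 active = inhibition above 20%; inactive = inhibition below 20%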;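 also: preformed 24 hr biofilms exposed to compound for 48 hr; 0% = biofilm without compound and 100% = blank killed by clotrimazole plus chlorhexidine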
# PLK1 kinase inh – inhibitors of human PLK1 kinase; actives 0.53% (n = 97,000); inhibition, % at 10 µM; P53350; recombinant PLK1 kinase, TR-FRET peptide phosphorylation;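 active = inhibition of 50% or more in the single-concentration screen; inactive = inhibition below 50%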;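 also: 0% = DMSO max control and 100% = H-89 dihydrochloride min control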
# Target sequence (P53350 whole entry, looked up): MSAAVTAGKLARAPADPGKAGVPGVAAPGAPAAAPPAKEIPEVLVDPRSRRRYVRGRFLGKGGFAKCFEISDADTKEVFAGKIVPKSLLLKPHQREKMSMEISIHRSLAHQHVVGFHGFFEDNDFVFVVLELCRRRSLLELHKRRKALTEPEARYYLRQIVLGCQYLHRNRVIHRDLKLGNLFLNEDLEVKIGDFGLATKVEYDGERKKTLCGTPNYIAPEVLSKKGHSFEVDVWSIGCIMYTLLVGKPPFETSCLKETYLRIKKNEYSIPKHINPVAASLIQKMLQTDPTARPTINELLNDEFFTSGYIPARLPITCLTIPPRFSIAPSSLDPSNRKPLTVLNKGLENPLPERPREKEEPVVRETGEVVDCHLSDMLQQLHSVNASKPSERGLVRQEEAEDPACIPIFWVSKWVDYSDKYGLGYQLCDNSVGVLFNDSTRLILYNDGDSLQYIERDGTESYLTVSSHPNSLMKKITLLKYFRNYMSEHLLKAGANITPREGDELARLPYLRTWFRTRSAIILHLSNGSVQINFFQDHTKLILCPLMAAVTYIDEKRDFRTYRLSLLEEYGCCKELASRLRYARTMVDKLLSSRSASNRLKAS
# PLK1 PBD inh – Plk1 (human) PBD binding inhibition. actives 0.13% (n = 97,000). AID 693. Plk1 PBD phosphopeptide binding, fluorescence polarization. P53350. inhibition, %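 (tested at about 20 µM)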; in the data active = inhibition above about 34%, passing the limit was not always enough
# PTPN22 act – activators of human LYP (PTPN22) phosphatase; recombinant LYP, DiFMUP fluorescence; 0 = plate median, 100 = signal doubled; activation, % at 2 µM; actives 0.11% (n = 96,000);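 active = activation at 2 µM above a set limit, the mean plus 5 SD, cut at about 37% in these data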
# HIV Rev-RRE inh – inhibitors of HIV-1 Rev-RRE RNA interaction; P05866; Rev peptide-RRE RNA binding, FRET; inhibition, % at 8 µM; actives 0.79% (n = 97,000); AID 704;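 active = inhibition above the screen-wide mean plus 3 SD, cut at about 35% in these data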;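 also: 0% = median DMSO wells and 100% = median Neomycin B control wells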
# Target sequence (P05866 whole entry, looked up): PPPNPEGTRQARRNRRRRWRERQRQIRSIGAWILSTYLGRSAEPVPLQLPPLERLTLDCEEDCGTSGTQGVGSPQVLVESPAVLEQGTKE
#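 Assay system: Labelled RRE RNA duplex and labelled Rev peptide | Times: 5 min preincubation and 15 min binding, 25 °C | Detection: FRET, ex 480 nm, em 540 and 671 nm | Evaluation: % inhibition of FRET ratio versus controls | Benchmarks: DMSO wells as 0% and neomycin B wells as 100% inhibition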
# EphB4 antag – EphB4-ephrin-B2 interaction antagonism; P54760; EphB4 LBD / TNYL-RAW-Alexa532 peptide, fluorescence polarization; inhibition, % at 7 µM; actives 0.15% (n = 97,000);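 active = inhibition above the screen-wide mean inhibition plus 3 SD, cut at about 15% in these data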;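 also: 0% = DMSO wells and 100% = excess unlabeled TNYL-RAW peptide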
# * marks the source's active call; other numbers are inactive results; nt = not tested or not shown; [ ] = remark or other dose.
SMILES,PTPN22 inh 2,CYP2C9 inhib,CYP2C9 activ,Candida biofilm,PLK1 kinase inh,PLK1 PBD inh,PTPN22 act,HIV Rev-RRE inh,EphB4 antag
COc1ccc(CN(Cc2ccco2)S(=O)(=O)c2ccc(S(=O)(=O)N3CCCC3)cc2)cc1,2,40,0.6,1,-1,20,0,-4,-3
Cc1onc(-c2c(F)cccc2Cl)c1C(=O)N1C=CC(C(F)(F)F)=NCC1,-6,-1,1,nt,-8,-17,12,-2,-9
COc1ccccc1CC(=O)N(CCC#N)CCC#N,-4,nt,nt,6,0,-7,3,8,-1
CCC(C)N(C)Cc1cccc(C2(O)CCN(S(=O)(=O)c3ccc(F)cc3)CC2)c1 (stereo not drawn),-4,12,0.9,8,-6,13,1,-1,-2
COc1ccc(CC(=O)OC(C)CN2CCCC2)cc1 (stereo not drawn),-2,7,0.9,4,-6,0,3,4,-6
O=C(O)c1cccnc1SCC(=O)N1CCCCCC1,-4,1,1,4,-11,-6,1,3,-5
Cc1cc(NC(=S)NC(=O)CC(C)C)ccc1Br,8,-11,1.1,nt,-8,-36,-4,1,3
CC(=O)c1cccc(NC(=S)NC(=O)C(C)C)c1,-11,52*,0.5,nt,-10,-15,13,1,2
COc1cccc(C2/C(=C(/O)c3ccccc3)C(=O)C(=O)N2CCCC(=O)O)c1 (stereo not drawn),8,7,0.9,nt,-2,9,-9,2,-3
O=C(C1CCCN(S(=O)(=O)c2cccc3nsnc23)C1)N1CC=C(c2ccccc2)CC1 (stereo not drawn),5,69*,0.3,5,-5,-2,-7,2,-4
O=C(O)c1ccccc1SC1CC(=O)N(C2CCCCC2)C1=O (stereo not drawn),nt,nt,nt,6,69*,-5,nt,2,-6
CC(=O)c1cccc(NS(=O)(=O)N2CCCCC2)c1,-2,22,0.8,5,-7,14,6,5,-2
CC(=O)c1ccc(NC(=O)CSC(C)C)cc1,-5,6,0.9,9,-3,-8,3,10,7
CC1(C)CC(=O)C=C(NC2CCCCCC2)C1,-9,5,1,8,-4,-20,6,10,8
CCNC(=O)C/C(C)=N/NC(=O)C12CC3CC(CC(C3)C1)C2,-16,11,0.9,nt,-14,-8,13,-1,-5
N#CC(=C1SC=CS1)c1nc(-c2ccccc2)cs1,-4,53*,0.5,4,-10,-30,2,15,-5
Cc1ccccc1-c1nc2sc(-c3ccccc3)cc2c(=O)o1,2,-51,1.5,nt,-13,-10,2,4,0
Cc1ccccc1NC(=O)c1c(-c2ccccc2)noc1C,0,-2,1,7,2,0,-2,5,-2
COc1cc2c(cc1OC)C(c1ccccc1O)N(C1CC(=O)N(c3ccccc3)C1=O)CC2 (stereo not drawn),1,17,0.8,7,-11,4,-4,3,1
CC(C)CC(C(=O)NCc1ccccn1)N1C(=O)c2ccccc2C1=O (stereo not drawn),2,14,0.9,7,-17,-12,-2,2,-10
CCOC(=O)c1c(CN2CCCCC2C)oc2ccc(OC)cc12 (stereo not drawn),8,4,1,4,-9,-16,-8,2,-12
CSc1nnc(N(CCC#N)CCC#N)s1,0,9,0.9,3,-9,-29,-2,6,-2
CCc1ccc(N2CC(C(=O)OCC(=O)Nc3cc(C)on3)CC2=O)cc1 (stereo not drawn),16,14,0.9,-5,-8,-5,-14,5,-6
Cn1c(CSCc2ccc(Cl)cc2)nnc1SCC(=O)Nc1nc2ccccc2s1,7,13,0.9,4,-2,-15,-7,2,2
COc1cc2[nH]c3c(N4CCN(c5ccc(Cl)cc5)CC4)ncnc3c2cc1OC,-3,6,0.9,7,3,-18,0,5,2
COc1cc(C)nc(NS(=O)(=O)c2ccc(C)cc2)n1,0,10,0.9,nt,-25,12,3,8,-6
O=C(CN1CCCCCC1)Nc1cccc2c1OCO2,-3,-8,1.1,4,-10,-13,2,8,3
Fc1cc(F)cc(-c2oncc2-c2nnnn2-c2ccccc2)c1,5,nt,nt,6,-11,-7,-5,4,-4
O=C(O)CC(NC(=O)C(c1ccccc1)c1ccccc1)c1ccco1 (stereo not drawn),-10,10,0.9,3,-13,-5,8,3,-3
CCCC(=O)Nc1ccc(NC(=O)c2ccccc2OC)cn1,-2,-220,3.2*,0,7,-25,-1,-2,-5
CCCn1c(N)c(Sc2ccccc2)c(=O)n(CCC)c1=O,-11,19,0.8,6,-6,-2,14,3,0
CC1=C(C(=O)Nc2cccnc2)C(c2ccc3c(c2)OCO3)C2=C(CCCC2=O)N1 (stereo not drawn),-6,40,0.6,6,-1,13,6,0,-5
O=C(Nc1ccc(C(=O)N2CCCC2)cc1)c1ccc2c(c1)OCO2,-6,40,0.6,7,-3,13,7,3,-9
CN1C(=O)CC(N2CCN(c3ccccn3)CC2)C1=O (stereo not drawn),7,8,0.9,5,-8,6,-7,3,6
Cc1nn(-c2ccccc2)c(C)c1NC(=O)c1ccc(S(=O)(=O)N2CCCC2)cc1,-9,57*,0.4,10,-9,-2,6,5,5
c1ccc2c(c1)C(=Nn1cnnc1)c1ccccc1-2,-1,23,0.8,10,-3,-5,-4,9,5
CCN(CC)S(=O)(=O)c1ccc2nc(SC)sc2c1,7,33,0.7,3,-8,-25,-6,4,1
Cn1cccc1C(=S)N1CCOCC1,-1,-18,1.2,7,-12,8,0,5,-9
CCOC(=O)c1oc2ccccc2c1CSc1nnnn1-c1ccc(C)cc1,-1,nt,nt,6,-16,-17,-2,13,3
CCc1nnc(NC(=O)c2cc(S(=O)(=O)N(CC)CC)ccc2Cl)s1,16,37,0.6,0,-11,-10,-15,6,3
O=C(Nc1ccccc1C(=O)O)c1ccc2ccccc2n1,-1,16,0.8,12,-12,10,0,2,-8
CCCCCOC(=O)Cn1c(=O)c2c(nc(N3CCOCC3)n2C)n(C)c1=O,7,-18,1.2,3,-1,-9,-7,6,4
Cc1cc(C)cc(NC(=O)c2nccnc2C(=O)O)c1,1,18,0.8,8,-11,35,-2,3,-2
Cc1cc(OCC(O)CN2CCN(CCO)CC2)ccc1C(C)C (stereo not drawn),1,45,0.6,3,0,3,2,8,9
CCSc1nnc(NC(=O)COc2ccc3ccccc3c2)s1,9,68*,0.3,2,-33,1,-7,6,2
CCOC(=O)c1sc2ccc(S(=O)(=O)N3CCCCC3)cc2c1N,-4,10,0.9,-5,-20,-8,1,7,4
COc1cc(S(=O)(=O)NC2CCCCC2)ccc1Cl,2,nt,nt,1,-6,-20,-3,5,-3
Cc1ccc(OCC(=O)Nc2ccc(-c3nc4ncccc4o3)cc2)c(C)c1,-1,46,0.5,3,-18,17,4,28,-5
CCC(SC1=NCCS1)C(=O)Nc1nnc(-c2ccccc2OC)s1 (stereo not drawn),-2,16,0.8,4,-10,-5,1,-1,5
CC1=C(C(=O)OCC(C)C)C(c2cccc(F)c2)N2C(=O)C(C)SC2=N1 (stereo not drawn),8,75*,0.3,3,-6,35,-9,2,-2
COc1cc(NC(=O)COc2cccc(OC)c2)cc(OC)c1,4,-4,1,3,-11,-24,-3,4,3
Cc1cccc(N2C(=O)CC(N3CCN(c4ccccc4)CC3)C2=O)c1 (stereo not drawn),-15,-2,1,5,0,10,14,2,2
Cc1scc(C(=O)N/N=C/c2ccco2)c1C,11,nt,nt,-3,-7,9,-14,-1,-2
O=C(c1ccc(COc2c(F)c(F)c(F)c(F)c2F)o1)N1CCN(Cc2ccc3c(c2)OCO3)CC1,0,nt,nt,7,-12,12,2,9,8
Cc1ccc(NC(=O)c2cc(-c3ccc(C)o3)nc3ccccc23)cc1,10,28,0.7,9,-10,-21,-10,2,-1
Cc1noc(NS(=O)(=O)c2ccc(NC(=O)CSc3nc4c(cc3C#N)CCCC4)cc2)c1C,nt,27,0.7,2,22,-6,nt,-2,0
CCOC(=O)c1ccc(NC(=O)C(CC)CC)cc1,-10,10,0.9,1,-5,-5,9,5,-1
CC(=O)Nc1ccc(S(=O)(=O)N2CCSC2c2ccc(C)cc2)cc1 (stereo not drawn),-18,55*,0.4,2,0,11,15,7,-5
CCCn1c(CCc2ccccc2)nnc1SCC(=O)N1CCCC1,4,5,0.9,2,-4,3,-5,-3,2
CCCn1nc(CC(=O)OCC)c2ccccc2c1=O,-12,23,0.8,0,-5,-23,14,0,-3
# Going on with the list:
SMILES,PTPN22 inh 2,CYP2C9 inhib,CYP2C9 activ,Candida biofilm,PLK1 kinase inh,PLK1 PBD inh,PTPN22 act,HIV Rev-RRE inh,EphB4 antag
O=C(NC12CC3CC(CC(C3)C1)C2)N1CC2Cc3cccc(=O)n3C(C2)C1 (stereo not drawn),3,14,0.9,5,-4,5,-3,9,3
Cc1ccc2cc(C(c3nnnn3C(C)(C)C)N3CCCCCC3)c(=O)[nH]c2c1 (stereo not drawn),-2,65*,0.3,-5,-8,-21,1,10,0
CC(NC(=O)Cc1cccs1)c1ccncc1 (stereo not drawn),1,66*,0.3,9,-1,-6,0,9,-1
Cc1ccsc1C1C=C(c2cccc(Br)c2)Nc2ncnn21 (stereo not drawn),3,62*,0.4,-6,2,-29,-3,81*[fluorescence artefact?],-8
O=C(Nc1ccccc1)N1CCn2c1nc1ccccc12,16,66*,0.3,6,-9,31,-19,10,-1
CCCc1nc(SCC(=O)NCc2ccco2)c2c(=O)n(C)c(=O)n(C)c2n1,-9,13,0.9,2,-4,9,9,0,-9
CCCc1n[nH]c2c1/C(=N\O)CCC2,-7,-4,1,4,-4,16,6,8,3
O=C(NCCCN1CCOCC1)C(Sc1ccccc1)c1ccccc1 (stereo not drawn),0,-9,1.1,nt,-8,14,4,3,0
CCOCCN1CCN(c2c(C)c(C)nc3cc(-c4cc(OC)cc(OC)c4)nn23)CC1,-3,54*,0.5,5,-11,-4,2,0,-2
Nc1ccc2c(c1)C(=O)N(CC1CCCO1)C2=O (stereo not drawn),0,-11,1.1,6,-10,4,-4,8,-1
COc1ccc(-c2cc(-c3ccc(Br)cc3)nc3ncnn23)cc1OC,-10,55*,0.5,1,-4,10,8,1,-2
CCOC(=O)Nc1ccc(S(=O)(=O)Nc2cc(C)nc(C)n2)cc1,-8,16,0.8,11,-16,6,7,6,2
Cn1c(=O)[nH]c(=O)c2c1nc(CN1CCN(c3ccc(F)cc3)CC1)n2CCCc1ccccc1,0,10,0.9,-1,-14,6,0,6,-7
CCOC(=O)CSC1=C(C#N)C(=O)NC2(CCCCC2)S1,-6,61*,0.4,0,-5,11,6,3,0
COc1ccc(NC(=O)C2(c3ccc(NC(=O)c4ccc(OC)c(OC)c4)cc3)CCCC2)cc1,9,19,0.8,nt,-10,-14,-5,1,2

# Some of these compounds in order of length of the SMILES, rising:
SMILES,PTPN22 inh 2,CYP2C9 inhib,CYP2C9 activ,Candida biofilm,PLK1 kinase inh,PLK1 PBD inh,PTPN22 act,HIV Rev-RRE inh,EphB4 antag
CCCc1n[nH]c2c1/C(=N\O)CCC2,-7,-4,1,4,-4,16,6,8,3
Nc1ccc2c(c1)C(=O)N(CC1CCCO1)C2=O (stereo not drawn),0,-11,1.1,6,-10,4,-4,8,-1
O=C(NCCCN1CCOCC1)C(Sc1ccccc1)c1ccccc1 (stereo not drawn),0,-9,1.1,nt,-8,14,4,3,0
CCCc1nc(SCC(=O)NCc2ccco2)c2c(=O)n(C)c(=O)n(C)c2n1,-9,13,0.9,2,-4,9,9,0,-9
Cc1ccc2cc(C(c3nnnn3C(C)(C)C)N3CCCCCC3)c(=O)[nH]c2c1 (stereo not drawn),-2,65*,0.3,-5,-8,-21,1,10,0
Cn1c(=O)[nH]c(=O)c2c1nc(CN1CCN(c3ccc(F)cc3)CC1)n2CCCc1ccccc1,0,10,0.9,-1,-14,6,0,6,-7
